bovine MsrA act – bovine MsrA enzyme activators, primary screen, biochemical, absorbance, HTS; AID 602163, 2012; purified bovine MsrA, absorbance read-out; activation, % at 10.6 µM; actives 0.3% (n = 360,000); in the data active means activation above about 7.5%;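 further: 0% = vehicle and 100% = reference activator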
FAS-TE inh – FAS thioesterase domain inhibitors, primary screen, biochemical, fluorescence intensity, uHTS; Fatty acid synthase (Homo sapiens), P49327; recombinant FAS-TE, OMFH fluorogenic substrate, fluorescence endpoint; inhibition, % at 15 µM; actives 0.67% (n = 360,000); AID 602261, 2012;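 active means compounds whose normalised, plate-corrected inhibition of enzyme fluorescence in the single-dose primary screen is 50% or more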;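 further: 0% = DMSO with enzyme and 100% = substrate without enzyme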
Neddyl block – inhibitors of cullin neddylation, primary screen, biochemical, TR-FRET, uHTS, NAE and Ubc12; NEDD8-conjugating enzyme Ubc12 (Homo sapiens) + NEDD8-activating enzyme E1 regulatory …; calls only at 25 µM; actives 0.58% (n = 360,000); in the data active means inhibition above about 36%
MLLE-PAM2 inh – inhibitors of PABP1 MLLE–PAM2 peptide binding, primary screen, biochemical, fluorescence polarization, FITC-PAM2, GST-MLLE; Polyadenylate-binding protein 1 (Homo sapiens), P11940; inhibition, % at 20 µM; actives 0.36% (n = 360,000); AID 588489, 2011; in the data active means inhibition above about 35%, passing the limit was not always enough;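 further: plate controls were DMSO wells with GST-MLLE for no effect and wells lacking GST-MLLE protein for full effect; some results filed as inactive read as strong as hits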
SKN-1 block – suppressors of acrylamide-induced Pgst-4::GFP reporter in worms, primary screen, SKN-1 inhibitor project, whole organism, uHTS, GFP/RFP fluorescence ratio, strain VP596 | inhibition, % at 21.8 µM | AID 624304, 2012 | C. elegans VP596 Pgst-4::GFP/RFP ratio, 24 h | actives 0.49% (n = 360,000);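 active means interference check ratio from 0.5 to 1.5 plus GFP to RFP signal ratio inhibition reaching or exceeding a fixed threshold, cut at about 30% in these data, passing the limit was not always enough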; further: some compounds called inactive have numbers as strong as hits
MT1-MMP act inh – blockers of MT1-MMP proenzyme processing, primary screen, HT1080 RFP-PRO-GFP cells, GFP/RFP fluorescence; actives 0.061% (n = 360,000); GFP/RFP ratio change, % at 20 µM; AID 651647, 2012; GFP/RFP ratio fluorescence, overnight; percent of plate control window, DMSO zero;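 active means GFP/RFP ratio change of at least 30% with cell ATP level not reduced by more than half and red fluorescence within 50% of control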; further: strong numbers were not always called active
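system = RFP-PRO-GFP reporter HT1080 cells | dosing = 20 µM single dose, 1% DMSO | timing = overnight cell settling, then overnight compound exposure, 37 °C, 5% CO2 | read-out basis = GFP/RFP fluorescence ratio | controls = DMSO and RFP-L50D-GFP cell wells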
Rin1-Abl PPI inh – inhibitors of Rin1-Abl protein binding, primary screen, biochemical, TR-FRET; AID 588664, 2011; actives 0.4% (n = 360,000); inhibition, % at 7.35 µM; in the data active means inhibition above about 5%, passing the limit was not always enough
eLon inh – inhibitors of E. coli Lon protease, primary screen, biochemical, fluorescence polarization. P0A9M0. purified E. coli Lon protease. inhibition, % at 7.94 µM. actives 0.42% (n = 360,000). AID 602123, 2011; in the data active means inhibition above about 13%, passing the limit was not always enough;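 further: 0% = enzyme with probe and DMSO and 100% = no enzyme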
CendR NRP1 mod – modulators of CendR peptide binding to NRP-1, primary screen, biochemical, fluorescence polarization, uHTS. inhibition, % at 25 µM. actives 0.85% (n = 360,000). AID 602438, 2012. Neuropilin-1 (Homo sapiens), O14786. FAM-RPARPAR peptide binding to NRP-1;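 active means inhibition or corrected inhibition above about 18%, plus a signal ratio from 0.5 to 1.5, limit read from the data, passing the limit was not always enough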; further: strong numbers were not always called active
Active calls of the source: *; i = inactive; x = not tested or not shown; + = active, no number.

The first two records (preview)
SMILES | bovine MsrA act | FAS-TE inh | Neddyl block | MLLE-PAM2 inh | SKN-1 block | MT1-MMP act inh | Rin1-Abl PPI inh | eLon inh | CendR NRP1 mod
O=C(/C=C/c1ccco1)Nc1sc2c(c1C(=O)O)CCC2 | -10 | -1 | i | 18 | -1 | -7 | 4 | 5 | -11
Nc1cc(N)nc(SCC(=O)Nc2ccc3c(c2)OCO3)n1 | -2 | -4 | i | 0 | -10 | -2 | 0 | -3 | 2

Results, from the start:
SMILES | bovine MsrA act | FAS-TE inh | Neddyl block | MLLE-PAM2 inh | SKN-1 block | MT1-MMP act inh | Rin1-Abl PPI inh | eLon inh | CendR NRP1 mod
O=C(/C=C/c1ccco1)Nc1sc2c(c1C(=O)O)CCC2 | -10 | -1 | i | 18 | -1 | -7 | 4 | 5 | -11
Nc1cc(N)nc(SCC(=O)Nc2ccc3c(c2)OCO3)n1 | -2 | -4 | i | 0 | -10 | -2 | 0 | -3 | 2
CC(C)C(NC(=O)CNC(=O)OC(C)(C)C)C(=O)NCc1ccccc1 (centres undefined) | 0 | -3 | i | -8 | 6 | 3 | 6 | 1 | 8
CCC(=O)NC(Nc1sc2c(c1C(=O)OC)CCCC2)(C(F)(F)F)C(F)(F)F | -1 | -4 | i | 19 | -11 | -1 | -1 | 9 | 12
CC1Oc2ccccc2C=C1/C=N/NC(=O)[C@@H](C)NC(=O)OC(C)(C)C (some centres undefined) | -3 | 0 | x | -15 | 4 | 3 | -3 | -1 | 2
CCCCN(C(=O)c1ccc(-c2ccc(Cl)cc2)o1)c1c(N)n(CC(C)C)c(=O)[nH]c1=O | -6 | 3 | i | -11 | 4 | -7 | 4 | 10 | -6
CCOP(=O)(OCC)C(C#N)=C1SCN(c2ccc(Cl)cc2)CS1 | -2 | 0 | i | 26 | 9 | -2 | 1 | 1 | 5
COc1ccc(C)cc1S(=O)(=O)N(C)CC(=O)N1CCN(C)CC1 | -2 | -3 | i | -6 | 12 | 0 | 1 | 7 | 6
CCc1ccc(C2CC3C(CN2S(=O)(=O)c2ccc(C)cc2)[C@@H](O)C[C@@H](c2ccc(CC)cc2)N3S(=O)(=O)c2ccc(C)cc2)cc1 (some centres undefined) | x | x | i | x | -4 | 0 | x | x | 1
C[n+]1cc(-c2ccccc2)n2c1CCCCC2 | -3 | -6 | i | -103 | -4 | -14 | -1 | -2 | 13
COc1ccc2c(c1OC)C(=O)N1c3ccccc3N=C(c3ccc([N+](=O)[O-])cc3)CC21 (centres undefined) | -4 | 33 | i | 25 | 0 | -2 | 1 | -7 | 14
CC(C(=O)O)n1c(C(F)(F)F)nc2ccccc21 (centres undefined) | -2 | -5 | i | 15 | 15 | 1 | -3 | -2 | -1
Nc1ccc2nc3c(=O)n(C4CCCCC4)c(=O)[nH]c3nc2c1 | -3 | -163 | i | i | -52 | -149 | -26 | + | 129
CC(=O)N1CCN(C(=O)C(Cc2c[nH]c3ccccc23)NC(=O)c2ccccc2Cl)CC1 (centres undefined) | -2 | -2 | i | -7 | 10 | -4 | -1 | 9 | 5
COc1cccc(/C=N/NC(=O)COc2cccc3cccnc23)c1O | -6 | -2 | i | -3 | -2 | 2 | -2 | 8 | 12
COc1cccc(CNC(=O)C(=O)NCC2OCCCN2S(=O)(=O)c2cc(C)ccc2C)c1 (centres undefined) | 4 | -2 | i | -6 | -7 | 0 | -2 | 4 | -1
CC1CC(=O)Nc2ccccc2N1C(=O)COc1ccc2cc(Br)ccc2c1 (centres undefined) | -5 | 1 | i | -8 | 2 | 0 | -15 | -5 | 6
CCN(C(=O)COC(=O)c1ccc(N2C(=O)c3ccccc3C2=O)cc1)C1CCS(=O)(=O)C1 (centres undefined) | -1 | -6 | i | 7 | 3 | 4 | 2 | 2 | 6
CCOC(=O)c1ccc(-n2c(C)nc3c(cnn3-c3ccccc3C)c2=O)cc1 | 1 | -2 | i | -2 | -6 | -1 | 5 | -6 | 19
Cc1nn2c(C)nc3sc4c(c3c2nc1=O)CC(C)(C)OC4 | -1 | -5 | + | -4 | 0 | 2 | -2 | -7 | -8
C[C@H](CO)N1C[C@H](C)[C@@H](CN(C)C(=O)Nc2ccc3c(c2)OCO3)Oc2ccc(NS(=O)(=O)c3ccccc3)cc2C1=O | -11 | -6 | i | -5 | 1 | 4 | 2 | -2 | -10
CC(NC(=O)C1CSC2(C)CCC(=O)N12)c1ccccc1Cl (centres undefined) | 0 | -5 | i | -10 | 2 | 0 | -3 | -7 | 11
O=C(O)c1ccc(Cl)c(NCc2cccnc2)c1 | -2 | -6 | i | 7 | 14 | -4 | 0 | -8 | -13
O=C(NCC1COc2ccccc2O1)c1ccccc1 (centres undefined) | -10 | -6 | i | -1 | 1 | 12 | 2 | -3 | 2
CCS(=O)(=O)c1nc(S(=O)(=O)c2ccc(C)cc2)c(N2CCN(C)CC2)s1 | 0 | -5 | i | 5 | -2 | -4 | 3 | 2 | 11

Other compounds
SMILES | bovine MsrA act | FAS-TE inh | Neddyl block | MLLE-PAM2 inh | SKN-1 block | MT1-MMP act inh | Rin1-Abl PPI inh | eLon inh | CendR NRP1 mod
Cc1ccc2sc(N3CCN(C(=O)c4ccc([N+](=O)[O-])o4)CC3)nc2c1C | -1 | 40 | i | 2 | -2 | 1 | -2 | -12 | 2
O=S(=O)(O)c1ccc(N=Nc2ccccc2)cc1 | -5 | -8 | i | 7 | 1 | 2 | 0 | 1 | -2
Cc1csc(NC(=O)CCCSc2nc3ccccc3s2)n1 | -1 | 8 | i | 4 | 1 | 2 | -2 | 0 | -6
CC/C(=N/N=C(/CC)c1ccc(O)cc1)c1ccc(O)cc1 | -3 | 5 | i | -23 | -4 | -4 | 1 | -3 | -4
COc1cccc(-n2cc(CN(C)C(=O)C3CCC(=O)N(C4CC4)C3)cn2)c1 (centres undefined) | -7 | -4 | i | 11 | -1 | 1 | 3 | 11 | -4
O=C(O)c1cccc(S(=O)(=O)N2CCSCC2)c1 | 1 | -6 | i | 7 | -18 | 13 | -1 | 5 | 9
COC(=O)C[C@H]1N(S(=O)(=O)c2ccc(C)cc2)C(C(C)C)CC1(C(=O)OC)C(=O)OC (some centres undefined) | x | x | i | x | -2 | 0 | x | x | -3
COc1cc(C(=O)Nc2ccc(S(=O)(=O)Nc3ncccn3)cc2)c([N+](=O)[O-])cc1OC | -2 | -7 | i | -2 | 4 | -2 | 1 | -3 | 2
COCCNC(=O)Cn1cc(/C=C(\C#N)C(=O)NC2CCCC2)c2ccccc21 | -3 | -5 | i | -1 | 8 | 1 | 1 | -11 | 6
CC(C)C(=O)Nc1cccc(NC(=S)NC(=O)C(c2ccccc2)c2ccccc2)c1 | -12 | 25 | i | 35 | -8 | -21 | 3 | -6 | 2
Cc1ccc2c(c1)C1(OCCO1)C(=O)N2 | -9 | -4 | i | -21 | -28 | -6 | 6 | 2 | -3
Cc1ccc(OCC(=O)Nc2ccc(S(=O)(=O)N3CCOCC3)cc2)c(C)c1 | -2 | 12 | i | 4 | -3 | 0 | 5 | 1 | 7
CN(C)c1ccc2c(c1)C(=NO)c1ccccc1-2 | 0 | -11 | i | -12 | 24 | 5 | 0 | -8 | -3
Cc1ccc(NC(=O)CSc2nnc(CCCCCNC(=O)OC(C)(C)C)o2)c(C)c1 | -1 | 4 | i | 1 | -21 | -6 | 0 | -9 | -5
CC1CCCN(CCCNC(=O)CN2C(=O)COc3ccc(S(=O)(=O)N4CCOCC4)cc32)C1 (centres undefined) | -5 | -8 | i | -12 | 6 | 0 | 2 | -7 | 3
O=C(O)c1cccc(NS(=O)(=O)c2ccc3c4c(cccc24)C(=O)N3)c1 | -4 | -3 | i | -7 | 1 | -3 | 1 | -1 | 4
CCc1ccccc1NC(=O)C1CCCN(c2ncnc3onc(-c4ccc(F)cc4)c23)C1 (centres undefined) | -2 | 12 | i | 2 | 2 | 4 | -1 | -1 | 3
Cc1ccc(CN2CC(C(=O)NC(c3nc4ccccc4[nH]3)C(C)C)CC2=O)cc1 (centres undefined) | -4 | -5 | i | -9 | 0 | -6 | 0 | -9 | 10
O=c1cn[nH]c2ccc(Br)cc12 | -4 | -5 | i | 11 | 18 | 0 | -2 | -16 | -2
O=c1[nH]ncc(N/N=C\c2ccncc2)c1Cl | -5 | -6 | i | 0 | 2 | 3 | -3 | -3 | 9
COCCn1nnnc1SCC(=O)Nc1ccc2c(c1)OCO2 | -1 | -3 | i | -7 | 5 | 1 | 0 | 1 | 8
CC(C)OCCCNC(=O)c1cccc(NC(=O)c2ccccc2)c1 | -2 | -6 | i | 5 | -18 | 6 | 1 | -8 | 2
CC(=O)Nc1ccc(N/C=C(\C#N)S(=O)(=O)c2ccc(Cl)cc2)cc1 | 2 | -6 | i | -7 | 8 | 4 | 0 | -14 | -2
Cc1cn(CC(=O)NCC(C)c2ccccc2)c(=O)[nH]c1=O (centres undefined) | 0 | -4 | i | -5 | -7 | 1 | 0 | -11 | -1
C[C@H](O)[C@@H]1CN2CCc3c([nH]c4ccc(-c5ccc6c(c5)OCO6)cc34)[C@@H]2C[C@@H]1N(C)C(=O)Nc1ccc(F)cc1 | -2 | 24 | i | -21 | 7 | -5 | 2 | -17 | -22

Five of the entries above in order of the MT1-MMP act inh value, highest first.
| Compound | MT1-MMP act inh |
| --- | --- |
| CC(C)OCCCNC(=O)c1cccc(NC(=O)c2ccccc2)c1 | 6 |
| CN(C)c1ccc2c(c1)C(=NO)c1ccccc1-2 | 5 |
| COCCn1nnnc1SCC(=O)Nc1ccc2c(c1)OCO2 | 1 |
| COC(=O)C[C@H]1N(S(=O)(=O)c2ccc(C)cc2)C(C(C)C)CC1(C(=O)OC)C(=O)OC (some centres undefined) | 0 |
| Cc1ccc2c(c1)C1(OCCO1)C(=O)N2 | -6 |

Next part
SMILES | bovine MsrA act | FAS-TE inh | Neddyl block | MLLE-PAM2 inh | SKN-1 block | MT1-MMP act inh | Rin1-Abl PPI inh | eLon inh | CendR NRP1 mod
Clc1cccc(Oc2cnns2)c1Cl | -3 | 3 | i | 6 | 21 | 3 | -3 | 11 | 6
NNC(=S)NC1CCCCCCCCCCC1 | -2 | 22 | i | 4 | 3 | 0 | 0 | -4 | 8
CCOc1ccc(NC(=O)C2CCN(S(=O)(=O)c3ccc4c(c3)CC(C)N4C(C)=O)CC2)cc1 (centres undefined) | -3 | 0 | i | 6 | 7 | 3 | 5 | -5 | -2
COc1ccc(-c2nnc3sc(COc4ccccc4)nn23)cc1 | -1 | 17 | i | -5 | -2 | -1 | -3 | 2 | 2
CCS(=O)(=O)c1ccc(C(=O)NC2CC2)c(Cl)c1Cl | -3 | -6 | i | 0 | 3 | 3 | 3 | -2 | 7
CCC(C)(C)C1CCC2(CC1)NC(=O)N(CC(=O)N(C)CC(=O)Nc1ccccc1C(F)(F)F)C2=O (centres undefined) | -1 | 0 | i | 7 | 5 | 0 | 0 | 5 | 1
CC1CCC(NS(=O)(=O)c2ccc(Cl)s2)CC1 (centres undefined) | -2 | 9 | i | -5 | 9 | 4 | 2 | 4 | -1
COc1cccc(NC(=O)CN(c2ccc3c(c2)OCO3)S(C)(=O)=O)c1 | -13 | -1 | i | -4 | 1 | 1 | 7 | 3 | -8
COc1cc(C(=O)Nc2nnc(C3CC3)s2)ccc1OCc1c(C)noc1C | 1 | 0 | i | 9 | -3 | 6 | 1 | -4 | -5
CCOC(=O)C1CCCN(Cc2cc(=O)oc3cc(C)c(C)cc23)C1 (centres undefined) | -2 | 10 | i | -5 | 1 | -3 | -3 | 2 | 1

High-throughput results (PubChem BioAssay)
